# Screening data deposited in PubChem BioAssay by National Center for Advancing Translational Sciences (NCATS).
# BRCA1 expr act: BRCA1 expression activation. AID 624202. actives 1.1% (n = 380,000). Potency, µM (titrated, usually from 46.1 µM), for the others: at the top dose activation, hits mostly activators. MCF7-BRCA1-FFLuc reporter, luminescence, 48 h; response scale: scaled: vehicle 0%, 10 µM genistein 100%; note: potency is the fitted concentration of half-maximal effect; nearly all actives have a fitted effect of over 80% in size; some results filed as inactive show a strong effect at the top dose
#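 Luminescence from a BRCA1-driven firefly luciferase in MCF7 cells was read after 48 h compound exposure at 37 C. Data normalized against DMSO and a 10microM genistein activation control, then curve-fitted across the titration.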
# FLuc modulator: firefly luciferase modulation, counter-screen for miR-21 project | P08659 | purified FLuc, Km substrates, luminescence inhibition | Potency, µM (doses to about 57.5 µM), for inactives: at the top dose activity change, negative = inhibition, usual class: inhibitors | actives 6.9% (n = 360,000);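 note: potency is the fitted concentration of half-maximal effect; plate controls were vehicle for no effect and reference inhibitor for full effect; nearly all actives have a fitted effect of over 55% in size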
# Target sequence (P08659 whole entry, looked up): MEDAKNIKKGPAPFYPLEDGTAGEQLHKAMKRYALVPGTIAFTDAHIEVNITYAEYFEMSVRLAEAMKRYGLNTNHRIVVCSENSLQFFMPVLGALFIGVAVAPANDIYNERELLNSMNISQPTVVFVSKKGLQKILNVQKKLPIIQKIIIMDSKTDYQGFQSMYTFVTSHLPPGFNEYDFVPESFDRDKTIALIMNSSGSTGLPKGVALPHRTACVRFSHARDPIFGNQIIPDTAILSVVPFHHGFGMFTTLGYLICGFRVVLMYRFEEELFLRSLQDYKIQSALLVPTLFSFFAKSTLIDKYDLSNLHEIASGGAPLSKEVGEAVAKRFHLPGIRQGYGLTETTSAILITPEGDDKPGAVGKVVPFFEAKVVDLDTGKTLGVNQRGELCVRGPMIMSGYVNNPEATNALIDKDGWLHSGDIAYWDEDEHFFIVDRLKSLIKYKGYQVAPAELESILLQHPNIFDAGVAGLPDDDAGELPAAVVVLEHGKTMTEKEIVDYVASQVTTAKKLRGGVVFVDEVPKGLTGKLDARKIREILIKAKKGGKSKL
#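 Purified P. pyralis luciferase (10nM final) with 10uM D-luciferin and 10uM ATP (Km levels) in 50mM Tris acetate pH 7.5, 10mM Mg acetate, 0.01% Tween-20, 0.05% BSA; qHTS 6-point titration, ~60 µM downward; luminescence read.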
# NPC1 prom act: NPC1 promoter activation. Huh7 NPC1 promoter luciferase reporter, 24 h. Potency, µM (doses to about 9.22 µM), for the others: at the top dose activation, most hits filed as activators. actives 2.4% (n = 320,000);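 note: potency is the fitted concentration of half-maximal effect; % of control where 0% means no effect; nearly all actives have a fitted effect of over 60% in size; reporter is driven by a mutant NPC1 promoter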
#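 Stable NPC1-promoter luciferase Huh7 line; cpd (DMSO) 24 h, 37 °C, 5% CO2; Amplite luciferase reagent 10 min RT; luminescence readout. qHTS format.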
# RORgamma inh: blocks mouse ROR gamma transcriptional activity | P51450 | Drosophila S2 Gal4-RORgamma UAS-luciferase reporter, 20 h | Potency, µM (series often up to 53.6 µM), for inactives: at the top dose activity change, negative = inhibition, hits mostly inhibitors | actives 5.4% (n = 310,000); note: potency is the fitted concentration of half-maximal effect; % is set by controls: 0 for no effect and ±100 for the full control effect; nearly all actives have a fitted effect of over 60% in size
# Target sequence (P51450 whole entry, looked up, the tested form may be a part): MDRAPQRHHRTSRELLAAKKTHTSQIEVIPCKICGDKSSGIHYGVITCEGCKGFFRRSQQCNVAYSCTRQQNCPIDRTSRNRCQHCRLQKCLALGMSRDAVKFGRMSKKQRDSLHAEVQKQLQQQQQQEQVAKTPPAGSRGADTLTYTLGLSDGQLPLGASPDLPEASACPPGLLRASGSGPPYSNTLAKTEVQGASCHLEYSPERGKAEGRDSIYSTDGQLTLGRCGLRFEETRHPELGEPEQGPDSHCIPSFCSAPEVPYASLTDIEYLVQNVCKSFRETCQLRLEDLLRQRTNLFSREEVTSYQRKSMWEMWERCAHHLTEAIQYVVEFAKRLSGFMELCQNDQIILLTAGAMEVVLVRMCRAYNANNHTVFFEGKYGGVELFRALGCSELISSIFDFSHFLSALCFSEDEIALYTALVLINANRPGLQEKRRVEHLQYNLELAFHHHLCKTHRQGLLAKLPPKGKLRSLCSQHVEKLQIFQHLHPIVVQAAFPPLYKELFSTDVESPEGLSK
#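 Luciferase reporter read in Schneider cells carrying Gal4-RORγ (mouse) and UAS-Photinus luciferase; cells given compound 1 h before 700 uM copper sulfate induction, then incubated 20 h at ambient temperature.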
# p53 reactivator: re-activators of mutant p53. H1299 p53-A138V BP100-luciferase reporter, luminescence, 24 h. Potency, µM (top dose mostly 92.2 µM), inactives show at the highest dose activity change, positive = activation, actives largely listed as activators. actives 0.063% (n = 320,000); note: potency is the fitted concentration of half-maximal effect; % of control where 0% means no effect; nearly all actives have a fitted effect of over 45% in size
#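 H1299 (p53-null), stable ts p53-A138V + BP100-Luc; 1000 cells/well, Opti-MEM/10% FBS; cpd 4 pt, 1:5; 24 h, 37 deg C, 5% CO2; detection reagent 10 min RT; luminescence.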
# TRPV1 agonist: human TRPV1 agonism. TRPV1-expressing cells, Fluo-8 calcium influx, agonist mode. actives 0.19% (n = 320,000). Q8NER1. activation, % at 8.33 µM; in the data active = activation above about 80%; inconclusive = between about 30% and that limit; note: 0% is about no effect
#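 TRPV1-expressing cells were cultured overnight at 35.5C and loaded with Fluo-8 calcium dye for 40 to 90 min at room temperature. After a 10 s baseline, compound was added and calcium influx was read kinetically for 3 min (ex 480/em 520 nm).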
# ELG1 genotoxic: inducers of genotoxicity in HEK293T ELG1-luciferase cells. actives 1.3% (n = 330,000). AID 504466. Potency, µM (top dose mostly 46 µM), for inactives: at the highest dose activity change, positive = activation, usual class: activators. HEK293T ELG1-luciferase reporter, luminescence, 16 h; note: potency is the fitted concentration of half-maximal effect; % of control where 0% means no effect; nearly all actives have a fitted effect of over 60% in size
#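 Reporter readout depends on ELG1 protein level, which increases with genetic stress. After 16 hr compound exposure at 37 °C, luciferase activity was quantified using ONE-Glo.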
# VP16 counter: Gal4-VP16 reporter inhibition counter-screen; Drosophila S2 Gal4-VP16 UAS-luciferase, luminescence, 20 h; Potency, µM (series often up to 53.6 µM), without a hit: at the top dose activity, negative = inhibition, most hits filed as inhibitors; actives 3.5% (n = 310,000); AID 2546;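 note: Gal4-VP16 expression switched on by copper sulfate through the metallothionein promoter; potency is the fitted concentration of half-maximal effect; % is set by controls: 0 for no effect and ±100 for the full control effect; nearly all actives have a fitted effect of over 50% in size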
# Tb PFK inh: blocks T. brucei phosphofructokinase | O15648 | T. brucei PFK, ADP-Glo luminescence | Potency, µM (doses to about 57.5 µM), without a hit: at the top dose activity, negative = inhibition, most hits filed as inhibitors | actives 0.17% (n = 330,000) | AID 485367;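 note: potency is the fitted concentration of half-maximal effect; 0% = uninhibited 1x PFK enzyme wells and -100% = no-enzyme wells; nearly all actives have a fitted effect of over 60% in size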
#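 PFK 1.25 nM, F6P 0.5 mM, ATP 0.1 mM, 0.1 M TEA pH 8.0, 5 mM MgCl2, 0.01% Tween20, 0.1% BSA; 45 min RT. ADP-Glo readout. qHTS titration up to 57 uM; curves fitted, compounds curve-classed.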
# ELG1 DNA repair: ELG1-dependent DNA repair inhibition; actives 2.3% (n = 330,000); Potency, µM (top dose mostly 46.1 µM), for the others: top-dose activity change, negative = inhibition, hits mostly inhibitors; HEK293T ELG1-luciferase reporter, luminescence, 16 h; DNA damage induced by 5-fluorouridine; note: potency is the fitted concentration of half-maximal effect; % is set by controls: 0 for no effect and ±100 for the full control effect; nearly all actives have a fitted effect of over 55% in size
#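 HEK293T cells expressing luciferase-tagged ELG1 (2,000/well) received 5-Fluorouridine plus compound or DMSO for 16 hr at 37 °C. Luciferase was read by ONE-Glo luminescence after 30 min at room temperature.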
# Rab9 promoter act: activates the Rab9 promoter. Huh7 Rab9 promoter-luciferase reporter, luminescence, 24 h. Potency, µM (series often up to 9.22 µM), inactives show at the highest dose activation, negative = inhibition, actives largely listed as activators. actives 2.8% (n = 320,000). AID 485297; note: potency is the fitted concentration of half-maximal effect; % of control where 0% means no effect; nearly all actives have a fitted effect of over 60% in size
#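 Steps: seed 1500 Huh7 Rab9-luc cells per well, rest 2 h at 37 °C; add compound in DMSO; incubate 24 h; add luciferase reagent, 10 min ambient; read luminescence.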
# Starred values were filed as active, the others as inactive; ? = inconclusive; nt = not tested or not shown; [ ] = dose if it differs, or a comment. Unless noted, calls come from the whole dose curve; as a rule, active = well fitted curve in the direction sought with a large enough effect; inconclusive = small, poorly fitted or top-dose-only effect, or another doubt; inactive = no such curve, though single readings can be large; an effect the other way counts as inactive or inconclusive. Random draw from the library; about 15% have a hit in one of these screens.
SMILES,BRCA1 expr act,FLuc modulator,NPC1 prom act,RORgamma inh,p53 reactivator,TRPV1 agonist,ELG1 genotoxic,VP16 counter,Tb PFK inh,ELG1 DNA repair,Rab9 promoter act
O=C1CN(C(=O)c2cc3ccccc3oc2=O)C(c2ccccc2)c2cc(F)ccc2N1 (centres undefined),1.3%,-2.5%,-6.7%,?,-2.8%,7.4,1.3%,1.5%,-4.7%,1.5%,-7.0%
Oc1ccc2ccccc2c1CNc1ccc(Br)cn1,-3.0%,23.9µM*,-3.1%,?,-3.8%,13.9,12.9%,-3.9%,-1.9%,?,0.9%
CC1CCN(C(=O)CSCC(=O)Nc2nc(-c3cccs3)cs2)CC1,49.8%,?,12.6%,?,?,1.3,10.0%,29.7%,-1.5%,?,15.9%
C=CCN1C(=O)c2ccccc2Sc2ccc(C(=O)N3CCN(C)CC3)cc21,-23.9%,1.8%,-5.5%,-12.4%,-0.8%,8.2,19.9%,-5.0%,0.9%,?,3.0%
CCn1c(=O)cc(OCC(=O)Nc2cc(C)ccn2)c2ccccc21,-23.0%,0.5%,1.2%,?,1.4%,2.5,?,18.6%,5.9%,10.9%,-0.7%
Nc1nc(Sc2ccc(C(F)(F)F)cn2)n[nH]1,2.3%,0.3%,0.0%,-4.8%,-0.3%,9.7,-0.4%,0.5%,-0.4%,1.0%,-13.0%
CCOc1ccccc1CNCc1ccc(C(=O)O)cc1,-1.7%,-0.9%,-0.6%,-4.4%,6.9%,-4.8,0.8%,-2.5%,-2.8%,16.5%,14.1%
COc1ccc(CN(CCC(c2ccc(F)cc2)C2CCOC(C)(C)C2)C(=O)c2ccco2)cc1 (centres undefined),-94.6%[inhibitor],4.4%,-0.4%,25.0%,-4.9%,?,-12.1%,-4.6%,-8.7%,10.3µM*,-3.4%
COc1nc(OC)nc(Oc2ccc(Cl)cc2[N+](=O)[O-])n1,-1.9%,-2.0%,-2.6%,-8.2%,15.9%,2.5,-0.4%,4.9%,-3.6%,5.9%,2.9%
CC1CC(C)(C)NC(=S)N1CCC(=O)NCCc1ccc(Cl)cc1 (centres undefined),-8.5%,-1.7%,-2.7%,1.58µM*,-7.3%,7.9,-0.5%,7.94µM*,2.4%,-7.8%,11.0%
CC(C)c1ccc(N(CC(=O)NC2CCCCC2)C(=O)CCC(=O)Nc2ccccn2)cc1,-33.6%,-0.8%,-3.6%,-11.2%,3.5%,-0.5,7.4%,6.3%,-0.5%,0.0%,15.8%
COC(=O)c1c(C)oc(C)c1S(=O)(=O)N(C)C1CCCCC1,-1.9%,1.9%,?,2.4%,-1.3%,2.5,-0.7%,-9.4%,0.6%,?,-3.2%
C/C(=N/NS(=O)(=O)c1ccc(C)cc1)c1c(O)c2ccccc2oc1=O,-21.8%,-0.8%,-3.9%,4.8%,-3.2%,-1.0,-7.0%,-3.0%,-2.0%,-15.3%,-0.5%
CC(C)(C)NC(=O)c1ccc2c(c1)C(=O)N(Cc1ccco1)C2=O,0.0%,4.4%,-3.7%,29.8%,nt,7.2,0.3%,1.9%,-2.7%,?,-1.3%
CN(C)C(=S)Nc1cccc(-c2n[nH]c(=S)o2)c1,0.0%,2.1%,-0.4%,-20.9%,2.5%,-0.3,0.6%,7.7%,0.8%,10.0%,-9.9%
Cc1ccc2c(CN3CCN(Cc4ccccc4)CC3)cc(=O)oc2c1,3.5%,-4.0%,0.6%,-1.1%,5.6%,6.2,-3.0%,10.0%,0.3%,?,-16.5%
CCC(C)N(CCNC(=O)CC1Oc2ccc(C)cc2NC1=O)C1CCCCC1 (centres undefined),0.0%,-2.4%,-1.4%,-3.0%,-1.2%,2.1,0.5%,-0.4%,-2.6%,-0.7%,-7.7%
O=C(Cc1ccsc1)Nc1ccc2c(c1)OCO2,79.9%,?,17.9%,nt,?,2.4,13.3%,nt,-9.1%,?,?
COc1ccccc1C(=O)NNC(=O)c1ccc(NS(=O)(=O)c2cccs2)cc1,-54.3%,?,-1.1%,8.5%,11.4%,-4.4,0.1%,0.0%,4.8%,8.4%,-1.1%
Cn1cc(CN2CCN(CCO)CC2)c(-c2ccc(Oc3ccccc3)cc2)n1,11.4%,1.0%,-4.5%,-3.5%,-6.3%,-6.6,-0.1%,5.6%,4.6%,0.2%,-0.7%
O=C(Nc1ccccc1)C(c1ccccc1)c1ccccc1,-23.3%,0.8%,-2.6%,-20.4%,0.4%,11.7,3.6%,-14.4%,-2.8%,4.5%,-3.1%
Cc1ccc(-n2c(N)c(C(=O)Nc3c(C)n(C)n(-c4ccccc4)c3=O)c3nc4ccccc4nc32)cc1C,nt,-17.3%,-12.3%,?,28.0%,-5.0,-9.5%,-28.8%,0.0%,?,-9.1%
COC(=O)C1CCN(C(=O)c2cc(=O)[nH]c3ccccc23)CC1,3.5%,-3.1%,-6.7%,26.9%,-1.2%,-2.2,1.6%,0.0%,-2.5%,-23.9%,-3.5%
Cc1noc(C)c1COc1ccccc1C(=O)NCCOc1ccccc1,3.2%,3.7%,0.5%,nt,1.1%,13.3,-0.4%,nt,8.0%,-4.6%,-2.9%
COCCn1nnnc1C(c1ccc(OC)c(OC)c1)N1CCc2ccccc21 (centres undefined),1.3%,0.5%,-1.8%,25.7%,2.4%,-3.5,-2.0%,3.0%,4.1%,-7.9%,4.2%
CCOC(=O)/C=C/C(=O)N1CCc2ccccc21,0.3%,10.7µM*,0.3%,-3.3%,1.2%,1.3,1.1%,-4.0%,0.3%,?,3.8%
O=C(NCCCn1ccnc1)C(=O)NCC1OCCN1S(=O)(=O)c1ccc(Cl)cc1 (centres undefined),-24.3%,5.0%,1.4%,24.2%,-2.2%,-4.6,0.3%,14.7%,-6.4%,-2.4%,-6.5%
COc1cc(Nc2nnc(C)s2)c(Cl)cc1Cl,-58.1%,-5.1%,-5.1%,-9.2%,-24.1%,5.2,-3.2%,-11.3%,-5.7%,-23.3%,0.1%
O=S(=O)(c1ccc(Br)cc1)N1CCC2(CC1)OCCO2,-9.9%,2.7%,0.4%,25.0%,9.6%,4.3,1.8%,1.4%,-11.8%,-1.0%,-1.2%
CN(C)c1ccc(S(=O)(=O)NCC(=O)NCCOc2ccccc2F)cc1[N+](=O)[O-],-3.7%,4.2%,-12.9%,nt,3.0%,5.1,-1.3%,nt,4.3%,-1.1%,2.4%
CN(C)CCNc1oc(-c2ccccc2Cl)nc1S(=O)(=O)c1ccccc1,-3.4%,-1.1%,1.1%,nt,-0.1%,1.6,1.3%,nt,-0.7%,20.7%,3.2%
COc1ccc2[nH]c(=O)c(CN(C(=O)c3ccccn3)c3ccccc3)cc2c1,-7.8%,-0.6%,0.5%,-1.0%,4.8%,-3.3,6.5%,-0.4%,0.1%,28.5%,2.2%
COCCN(C(=O)CSCC(=O)Nc1ccc(C)cc1)c1c(N)n(CC(C)C)c(=O)[nH]c1=O,-6.1%,-1.1%,-0.6%,nt,2.0%,0.0,-1.8%,nt,-12.6%,3.2%,-4.1%
CC(C)CN(C(=O)CN1CCN(c2ccccc2O)CC1)c1c(N)n(CC(C)C)c(=O)[nH]c1=O,-9.5%,0.8%,-0.6%,-5.6%,-9.2%,1.6,1.4%,4.1%,-2.1%,-1.1%,-1.8%
Cc1ccccc1NS(=O)(=O)c1nnc(NC(=O)C(C)C)s1,3.8%,3.4%,-3.2%,-10.2%,-3.9%,0.5,0.0%,-1.1%,0.5%,-3.4%,2.9%
CCSc1nc2sc3c(c2c(=O)n1-c1ccccc1)CCN(C)C3,1.4%,1.8%,-0.1%,?,nt,1.7,-7.4%,9.5%,0.5%,-10.0%,5.5%
COc1ccc2c(C(=O)CN3CC(C)OC(C)C3)c[nH]c2c1 (centres undefined),0.8%,-2.7%,-0.9%,-1.3%,18.4%,-2.1,8.1%,-0.9%,0.6%,29.9%,12.0%
CCOC(=O)Cc1ncccc1C(=O)Nc1ccc(OC(F)(F)F)cc1,-7.2%,3.4%,-1.3%,?,-0.6%,3.7,0.1%,-17.3%,-0.6%,-2.2%,3.9%
Cc1c(SCCO)c(=O)[nH]c2cc3c(cc12)OCO3,-8.3%,3.4%,-1.9%,3.0%,-2.0%,-2.5,1.9%,2.9%,2.1%,-0.5%,-3.0%
